Screening results from PubChem BioAssay.
Growth percent in the NCI-60 one-dose screen (48 h, 10 µM unless noted): 100 = growth as untreated, 0 = no growth, -100 = all killed.
HCT-116: HCT-116 colon cancer; hit rate 7.3% among 82,000
NCI/ADR-RES: NCI/ADR-RES ovarian cells; AID 1794790; hit rate 4.4% among 81,000
NCI-H226: NCI-H226 lung cancer. hit rate 3.5% among 79,000. AID 1794732
COLO 205: COLO 205 colon cancer | hit rate 7.3% among 79,000
NCI-H460: NCI-H460 lung cancer; hit rate 6.8% among 82,000
HCT-15: HCT-15 colon cancer; hit rate 5.2% among 82,000; AID 1794746
NCI-H522: NCI-H522 lung cancer; hit rate 8% among 78,000; AID 1794739
NCI-H23: NCI-H23 lung cancer. hit rate 4% among 80,000. AID 1794731
NCI-H322M: NCI-H322M lung cancer; hit rate 2.7% among 80,000; AID 1794733
Active calls of the source: *; nt = no result given; & = joins results of further samples. How the source made its calls: active means growth percent below 10; inactive means the rest.

item	Molecule	HCT-116	NCI/ADR-RES	NCI-H226	COLO 205	NCI-H460	HCT-15	NCI-H522	NCI-H23	NCI-H322M
1	NC(N)=N/N=C/c1ccncc1	108	nt	105	106	113	112	103	98	75
2	CC(C)(CO)C(O)C(=O)NCCS(=O)(=O)Nc1ccc(Br)cn1 (stereo not given)	95	101	101	115	102	98	100	97	96
3	O=C1CCCc2ccc3ccccc3c21	107	111	97	116	108	99	86	104	114
4	CC(C)C/C(=C\C(=O)O)C(=O)O	104	106	107	106	106	106	98	100	111
5	Cc1ccc(-c2cc(-c3cccn3C)[nH]c(=O)c2C#N)cc1	88	96	nt	nt	102	98	85	98	101
6	O=c1oc(C(F)(F)F)nc2ccc(Cl)cc12	107	106	107	115	107	112	101	103	100
7	CCOC(=O)/C=C/c1ccccc1[N+](=O)[O-]	102	96	105	110	110	103	88	97	nt
8	CN(C)c1ccc(C2OC34CCCCC3C(C#N)(C(=N)O4)C2(C#N)C#N)cc1 (stereo not given)	94	97	103	121	111	92	86	90	104
9	[BH3-][NH2+][BH2-][NH2+][BH2-][NH3+]	96	107	nt	109	103	104	97	101	108
10	CC1=NN(c2cccc(S(=O)(=O)O)c2)C(=O)C1	95&105	100&102	100&107	111&121	111&107	115&103	102&102	82&100	87&105
11	Cc1ccc(CCC(C)c2ccc(C)cc2)cc1 (stereo not given)	105	98	98	110	110	102	91	91	112
12	O=C(NS(=O)(=O)c1ccccc1)n1ccc2c(Cl)ccnc21	97	103	104	124	114	98	75	104	98
13	CC(=O)Oc1cc(CN(Cc2ccccc2)C(C)=O)c(OC(C)=O)cc1CN(Cc1ccccc1)C(C)=O	90	104	100	115	108	102	81	100	97
14	C[C@]12CC[C@@H]3c4ccc(O)cc4CC[C@H]3[C@@H]1CC[C@@H]2NS(=O)(=O)c1ccc(F)cc1	66	82	74	86	80	71	63	91	95
15	NNC(=O)C(c1ccccc1)c1ccccc1	97	104	90	nt	103	101	95	101	90
16	O=C(CN1C(=O)S/C(=C\C(Cl)=C\c2ccccc2)C1=O)NCCc1ccc(O)cc1	-79*	20	60	14	46	0.7*	-6.5*	40	75
17	CC(C)(C)c1ccc(OCCCl)c(Cl)c1	nt	nt	108	113	106	109	nt	nt	114
18	Cc1[nH]nc2ccc(-c3nc4cnc(N5CCN(C)CC5)cn4c3Nc3cccc(Br)c3)cc12	21	72	72	48	95	76	65	94	75
19	Cc1ccccc1S(=O)(=O)O	101	107	100	119	105	110	105	100	113
20	COc1ccc(Oc2nccc(-c3cn(CC(N)=O)nc3-c3cc(C)cc(OC)c3)n2)cc1	121	97	102	100	100	112	92	96	92
21	COc1ccc(CC(=O)NCCc2ccc3c(c2)OCO3)cc1OC	114	97	100	113	107	114	79	94	107
22	COc1ccc(CNC(=O)NCc2ccc(OC)cc2)cc1	100	97	104	105	102	94	97	nt	nt
23	COc1ccc(OC)c2c1CCC1(C2)NC(=O)NC1=O (stereo not given)	107	102	102	99	107	94	nt	106	107
24	Cc1ccc(-c2ccc(/C=C(\C#N)C(=O)c3c[nH]c4ccccc34)o2)cc1Cl	102	104	84	109	102	102	92	92	99
25	O=C(O)CCN1C(=O)/C(=C/c2cc3cc4c(cc3nc2Cl)OCCO4)SC1=S	95	97	100	138	104	80	79	95	96
26	CCOC(=O)c1c(NCC(=O)Nc2cccc(Cl)c2)sc2c1CCCC2	73	82	70	101	93	66	66	66	91
27	COc1ccc(-c2cc(=O)c3c(C)cc(O)cc3o2)cc1OC	88	82	83	107	86	84	54	90	98
28	O=[N+]([O-])c1ccc(N/N=C/C2CCCCCC2)c([N+](=O)[O-])c1	103	104	101	95	95	89	79	100	79
29	O=C(O)CCNC(=O)c1nc(-c2ccccc2)n(-c2ccccc2)n1	91	114	89	114	131	103	83	99	nt
30	c1ccc(CNCCc2ccccn2)cc1	88	96	85	104	98	95	93	93	100
31	COc1cccc(-n2cc(C#N)c(N)c2C(=O)c2ccc(C#N)cc2)c1	83	101	97	113	106	95	89	88	106
32	CC1(C)C(=O)/C(=C\c2ccncc2)C[C@]2(C)[C@H]3CC[C@@H]4[C@@H](C(=O)/C=C\c5ccncc5)CC[C@@]4(C)[C@]3(C)CC[C@@H]12	77	93	99	119	101	82	83	87	108
33	Cc1cc(OC(=O)Nc2ccccc2)ccc1Cl	115	99	84	99	108	100	66	95	89
34	O=c1[nH]c(=S)[nH]c(=O)n1Cc1ccc(Cl)cc1	106	107	109	101	108	105	102	105	100
35	O=c1[nH]c2ccccc2n1C1=CCNCC1	104	101	106	135	111	109	78	106	113
36	COc1ccc(C)cc1NC(=O)Oc1ccc(C#N)cc1	98	109	97	nt	103	99	88	105	92
37	C=C=C(CCCC)C(=O)O	101	102	101	128	107	102	111	103	100
38	Cc1ccc(Nc2cc(C)nc(NCCCNc3ccnc4cc(Cl)ccc34)n2)cc1	-100*	-33*	49	-88*	-45*	-72*	-84*	18	-32*
39	COc1ccc(CSc2nc3ccc(C)cc3c(=O)n2-c2ccc(OC)cc2OC)cc1	100	94	99	107	101	98	95	96	103
40	CCOC(=O)C(CSC(c1ccccc1)(c1ccccc1)c1ccccc1)NC(=O)C(CSC(c1ccccc1)(c1ccccc1)c1ccccc1)NC(c1ccccc1)(c1ccccc1)c1ccccc1 (stereo not given)	108	109	94	112	106	100	99	116	101
41	CCOC(=O)c1sc2nc(-c3cnccn3)cc(-c3cccs3)c2c1N	53	99	107	87	57	85	93	82	92
42	CC(C)[N+](C)(C)CC(O)COc1cccc2ccccc12 (stereo not given)	113	108	107	104	109	97	114	96	112
43	Cc1cccc(NC(=O)c2sc3nc4c(cc3c2N)CN(Cc2ccccc2)CC4)c1	93	101	100	104	99	98	114	101	103
44	CC(C)=CC/C=C(/C)[C@H]1CC[C@]2(C)[C@@H]1CC[C@@H]1[C@@]3(C)C/C(=C/c4ccccn4)C(=O)C(C)(C)[C@@H]3CC[C@]12C	31	74	79	75	30	29	61	58	108
45	O=C(CCCl)OCc1ccc([N+](=O)[O-])o1	90	107	102	110	106	103	92	92	96
46	CCCCCc1ccc(S(=O)(=O)Nc2cc(-c3csc(NC)n3)ccc2N2CCN(C)CC2)cc1	109	101	95	143	113	100	112	103	101
47	N#Cc1c(-c2ccccc2)[nH]c2ncc(-c3ccccc3)n2c1=O	87	91	86	95	91	94	77	77	89
48	CC(COc1cc(Cl)c(Cl)cc1Cl)OC(=O)C(C)Oc1cc(Cl)c(Cl)cc1Cl (stereo not given)	72	102	94	120	106	98	66	92	99

5 compounds from above, arranged by molecular weight, largest number first.
item	Molecule	HCT-116	NCI/ADR-RES	NCI-H226	COLO 205	NCI-H460	HCT-15	NCI-H522	NCI-H23	NCI-H322M
44	CC(C)=CC/C=C(/C)[C@H]1CC[C@]2(C)[C@@H]1CC[C@@H]1[C@@]3(C)C/C(=C/c4ccccn4)C(=O)C(C)(C)[C@@H]3CC[C@]12C	31	74	79	75	30	29	61	58	108
48	CC(COc1cc(Cl)c(Cl)cc1Cl)OC(=O)C(C)Oc1cc(Cl)c(Cl)cc1Cl (stereo not given)	72	102	94	120	106	98	66	92	99
43	Cc1cccc(NC(=O)c2sc3nc4c(cc3c2N)CN(Cc2ccccc2)CC4)c1	93	101	100	104	99	98	114	101	103
47	N#Cc1c(-c2ccccc2)[nH]c2ncc(-c3ccccc3)n2c1=O	87	91	86	95	91	94	77	77	89
45	O=C(CCCl)OCc1ccc([N+](=O)[O-])o1	90	107	102	110	106	103	92	92	96

Next structures:
item	Molecule	HCT-116	NCI/ADR-RES	NCI-H226	COLO 205	NCI-H460	HCT-15	NCI-H522	NCI-H23	NCI-H322M
49	NC(CC(=O)O)C(=O)O (stereo not given)	100	109	107	108	107	114	98	104	139
50	CC(Sc1nc2sc3c(c2c(=O)n1-c1ccc(Cl)cc1)CCCC3)C(=O)Nc1ccccc1Br (stereo not given)	52	95	82	119	75	48	79	92	94
51	CC1CCCN(CC(O)CN2CCN(CC(O)CN3CCCC(C)C3)C(C)C2)C1 (stereo not given)	108	101	99	110	98	94	100	103	nt
52	C/C(=C\CCc1ccoc1)CC/C=C(\C)CCCN1CCCC1	68	91	77	73	81	58	nt	74	66
53	CC(C)OC(=O)CCCCCc1ccccc1	103	99	108	117	108	107	108	99	106
54	COc1ccc2nc(C)cc(Nc3cccc(O)c3)c2c1	72	82	nt	99	95	87	77	84	99
55	NS(=O)(=O)c1ccc(N=Nc2sc(=O)[nH]c2S)cc1	84	97	102	101	101	78	94	93	102
56	Fc1ccc(CNc2c3ccccc3nc3ccccc23)c(F)c1	14	36	55	27	20	29	42	43	49

Given with values under each structure: entries from further up
Under each structure – HCT-116 | NCI/ADR-RES | NCI-H226 | COLO 205 | NCI-H460 | HCT-15 | NCI-H522 | NCI-H23 | NCI-H322M
50) CC(Sc1nc2sc3c(c2c(=O)n1-c1ccc(Cl)cc1)CCCC3)C(=O)Nc1ccccc1Br (stereo not given)
 : 52 | 95 | 82 | 119 | 75 | 48 | 79 | 92 | 94
54) COc1ccc2nc(C)cc(Nc3cccc(O)c3)c2c1
 : 72 | 82 | nt | 99 | 95 | 87 | 77 | 84 | 99

(further entries)
item	Molecule	HCT-116	NCI/ADR-RES	NCI-H226	COLO 205	NCI-H460	HCT-15	NCI-H522	NCI-H23	NCI-H322M
57	CCC/C=C(\C)C(C#N)CC (stereo not given)	106	110	92	108	104	101	90	101	103
58	O=C1Nc2ccccc2C2(NCCNC2=O)N1 (stereo not given)	97	104	101	110	106	104	101	104	108
59	Cc1ccoc1C(=O)O	105	98	90	85	106	97	90	96	96
60	Cc1ccc(S(=O)c2ccc([N+](=O)[O-])c3nonc23)cc1 (stereo not given)	69	114	nt	-40*	99	66	-60*	102	110
61	NS(=O)(=O)c1ccc(Nc2nc(NNC(=O)CN3CCOCC3)nc(Nc3ccccc3)n2)cc1	101	100	87	103	103	98	95	100	101
62	CCc1cc(NC(=O)Cc2ccc(F)c(F)c2)n(-c2ccccc2)n1	102	102	99	108	108	98	90	100	103
63	COc1ccc2cc(-c3ccnc4c(N=Nc5ccc(C)cc5)c(-c5ccccc5)nn34)ccc2c1	80	96	95	87	93	74	71	94	89
64	CN1CCOc2c1cnn(CCO)c2=O	101	103	103	111	104	101	nt	101	116
65	CNc1ccc(CSc2ccc(Cl)cc2)cc1	91	97	85	nt	105	95	76	108	123
66	O=C(/C=C/c1ccccc1)NC(=S)Nc1ncccn1	89	99	89	126	107	98	84	94	136
67	CCn1cnc2c(=S)nc[nH]c21	107	102	102	111	106	105	103	112	120
68	CCC(C)C(NS(=O)(=O)c1ccc(C)cc1)C(=O)O (stereo not given)	100	103	100	111	108	97	107	95	103
69	O=C1Nc2ccccc2/C1=C/c1ccc(CO)n1-c1ccc(O)cc1	93	105	106	108	112	97	89	97	97
70	CC1(C)CC(=O)C2=C(C1)N(Cc1ccc(C(=O)O)cc1)C1=C(C(=O)CC(C)(C)C1)C2c1ccc([N+](=O)[O-])cc1	102	100	106	114	108	99	97	nt	103
71	N#CC(C#N)=Cc1nc(C2CCN(S(=O)(=O)c3ccc(F)cc3)CC2)n2ccccc12	107	98	96	116	96	112	nt	92	110
72	CN1CCOC1c1ccc(C2OCCN2C)cc1 (stereo not given)	107	109	103	112	111	105	nt	114	103
